TRHR agonist: activates the human TRH receptor | P34981 | TRHR cells, calcium flux fluo-8, FDSS agonist mode | activation, % at 2 µM | 0.18% of 360,000 active | AID 493084; further: 0% is about no effect
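Agonist-mode FDSS calcium read (Ex 480/Em 530, 1 s cycles) in 1536-well TRHR cells with fluo-8 dye, after 10-cycle baseline and 23 nL compound addition; TRH at EC20 (10 nM final) added afterwards for the enhancer phase.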
D2 potentiator: positive allosteric modulators of human D2 dopamine receptor | P14416 | HEK293 T-REx D2, calcium flux, EC20 dopamine potentiation | potentiation, % at 10 µM | 0.34% of 340,000 active | AID 485347;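 active means potentiation over 3 SD above the plate norm, cut at about 30% in these data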; further: 0% is about no effect
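Using a no-wash calcium dye in inducible, force-coupled HEK293 Trex cells expressing D2, we tracked fluorescence each second for 180 s after compound, then for 180 s after EC20 dopamine to detect augmented signalling.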
TRHR PAM: allosterically enhances the human TRH receptor | P34981 | TRHR cells, fluo-8 calcium fluorescence, EC20 TRH enhancement | enhancement, % at 2 µM | 0.66% of 360,000 active | AID 493056; in the data active means enhancement above about 30%; further: 0% is about no effect
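Enhancer read-out: after compound pinning and an initial kinetic agonist-mode read, an EC20 of TRH (10 nM final) was injected and fluo-8 calcium signal (Ex 480/Em 530) followed at 1 s/cycle for 100 cycles in TRHR-expressing cells.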
D1 antagonist: antagonists of human D1 dopamine receptor. P21728. HEK293 TREx D1 cells, calcium flux, dopamine EC80; hits give low values. activity change, negative = inhibition, % at 10 µM. 3.2% of 360,000 active. AID 504652; in the data active means activity change below about -30%; further: on the % scale 0 is the no-effect control and ±100 the full control effect
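Compound effects on dopamine-evoked calcium signalling were measured in tetracycline-induced HEK293 Trex D1 cells. Dopamine at EC80 followed a 180 s compound pre-read, and fluorescence was tracked kinetically for 180 s more.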
D2 antag: antagonizes the human D2 dopamine receptor; inhibition, % at 10 µM; 2% of 340,000 active; AID 485344; HEK293 TREx D2 cells, calcium flux, dopamine EC80; P14416; in the data active means inhibition above about 30%; further: 0% is about no effect
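In this primary screen, negative modulation is detected by tracking calcium flux after an EC80 dopamine challenge in inducible HEK293 T-REx D2 cells preexposed to test compound for 180 s.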
RXFP1 antag: RXFP1 (human) relaxin receptor antagonism; HEK293-RXFP1, relaxin-stimulated cAMP HTRF, 30 min; hits give low values; activity change, negative = inhibition, % at 57.5 µM; Q9HBX9; AID 1259400; 0.59% of 350,000 active;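 active means activity change of -60% or lower, but not beyond a set lower limit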; further: on the % scale 0 is the no-effect control and ±100 the full control effect
Target sequence (Q9HBX9 whole entry, looked up): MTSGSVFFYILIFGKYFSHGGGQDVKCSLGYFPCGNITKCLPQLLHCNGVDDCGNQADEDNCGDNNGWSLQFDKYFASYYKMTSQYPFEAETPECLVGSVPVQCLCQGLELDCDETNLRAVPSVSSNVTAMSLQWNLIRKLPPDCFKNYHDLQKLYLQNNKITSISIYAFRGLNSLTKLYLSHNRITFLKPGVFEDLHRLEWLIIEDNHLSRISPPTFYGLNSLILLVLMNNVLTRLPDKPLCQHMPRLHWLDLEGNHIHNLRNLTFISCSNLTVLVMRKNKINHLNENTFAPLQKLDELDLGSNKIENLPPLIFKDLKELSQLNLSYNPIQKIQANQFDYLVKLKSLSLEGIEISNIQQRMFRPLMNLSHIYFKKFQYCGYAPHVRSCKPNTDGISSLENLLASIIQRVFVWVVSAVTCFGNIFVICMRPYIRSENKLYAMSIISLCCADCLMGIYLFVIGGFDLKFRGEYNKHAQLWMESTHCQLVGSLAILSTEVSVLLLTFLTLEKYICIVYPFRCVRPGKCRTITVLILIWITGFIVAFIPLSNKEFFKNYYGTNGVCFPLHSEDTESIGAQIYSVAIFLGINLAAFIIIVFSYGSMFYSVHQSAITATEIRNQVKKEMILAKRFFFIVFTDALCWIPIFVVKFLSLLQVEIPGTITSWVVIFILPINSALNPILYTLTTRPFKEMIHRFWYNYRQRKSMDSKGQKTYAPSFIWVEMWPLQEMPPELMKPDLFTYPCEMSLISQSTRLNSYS
D2 ag: activates the human D2 dopamine receptor | P14416 | HEK293 T-REx D2 cells, calcium flux agonist mode | activation, % at 2 µM | 0.53% of 340,000 active;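 active means activation over 3 SD above normal in the single-dose calcium agonist read, cut at about 30% in these data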; further: 0% is about no effect
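In this primary screen, compounds producing a positive calcium signal within 180 s of addition to tetracycline-induced, force-coupled HEK293 Trex D2 cells are flagged; cells are dye-loaded with a no-wash calcium kit beforehand.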
D1 ag: agonists of human D1 dopamine receptor; HEK293 T-REx D1 cells, calcium flux, agonist mode; activation, % at 2 µM; AID 504660; P21728; 1% of 360,000 active; further: 0% is about no effect
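Tetracycline-induced HEK293 TREx D1 cells, force-coupled to calcium signalling, were dye-loaded with a no-wash calcium kit. Compound was pin-added after a 10 s baseline. Fluorescence was read kinetically at 1 cycle/s for 180 s, with calcium rises flagged as agonism.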
D1 PAM: enhances dopamine response at the human D1 receptor | P21728 | HEK293 TREx D1 cells, calcium flux, dopamine EC20 potentiation | potentiation, % at 10 µM | 0.036% of 360,000 active; in the data active means potentiation above about 30%; further: 0% is about no effect
The depositor's hits bear a star; · = no result given. Unless noted, no stated cut-off is given here; in the data, active means activation above about 30%; inactive means the rest.

Abbreviations – A = TRHR agonist; B = D2 potentiator; C = TRHR PAM; D = D1 antagonist; E = D2 antag; F = RXFP1 antag; G = D2 ag; H = D1 ag; I = D1 PAM
compound: CC(NC(=O)c1ccccc1Cl)NC(=O)c1ccccc1Cl
  A = -0.2 | B = 1 | C = -4 | D = -23 | E = 4 | F = 0 | G = -0.2 | H = 1 | I = 2

compound: CC12CN3CC(C)(CN(C1)C3c1ccccc1Cl)C2O (configuration not stated)
  A = 0.6 | B = 3 | C = -5 | D = 5 | E = 30 | F = -1 | G = 0.8 | H = 3 | I = -4

compound: COc1ccccc1NS(=O)(=O)c1cc(NC(=O)c2ccco2)ccc1N1CCOCC1
  A = -0.4 | B = -2 | C = -1 | D = 10 | E = 8 | F = -18 | G = 2.1 | H = 2 | I = -3

compound: Cc1ccc(NC(=O)O/N=C2\CCCCC2c2ccc([N+](=O)[O-])cc2[N+](=O)[O-])cc1 (configuration not stated)
  A = 0.4 | B = -1 | C = -5 | D = -9 | E = -10 | F = -8 | G = -0.4 | H = 3 | I = 5

compound: CCO[C@H]1OC(C(=O)NCc2ccccc2)=C[C@@H](C)[C@@H]1CCCO
  A = -0.6 | B = -1 | C = -3 | D = -11 | E = 7 | F = · | G = 0.0 | H = -6 | I = 2

compound: O=C(Oc1cccnc1)c1ccco1
  A = 0.0 | B = 10 | C = 2 | D = 10 | E = -7 | F = 3 | G = 0.2 | H = 4 | I = 3

compound: CCOC(=O)c1[nH]c2ccc(OC)cc2c1NC(=O)N1CCOCC1
  A = 0.3 | B = -4 | C = 16 | D = -7 | E = -10 | F = 1 | G = 0.3 | H = 2 | I = -2

compound: COc1ccc2cc3cc(C(=O)N4CC(C)CC(C)C4)oc3nc2c1 (configuration not stated)
  A = -0.5 | B = 8 | C = -8 | D = -11 | E = -12 | F = 4 | G = 0.2 | H = 0 | I = -2

compound: COc1cc(OC)cc(C(=O)NC(=S)NCc2ccco2)c1
  A = 0.2 | B = 12 | C = -7 | D = 24 | E = 1 | F = -3 | G = 0.6 | H = 3 | I = -3

compound: COc1ccc(/C=C/c2nc(-c3ccccc3O)n[nH]2)cc1OC
  A = 0.8 | B = · | C = 21 | D = -5 | E = · | F = -100* | G = · | H = 3 | I = -5

compound: CC(C)(C)C(=O)N1CCC[C@@]1(CO)C(=O)O
  A = 0.2 | B = 10 | C = -6 | D = 11 | E = -7 | F = -2 | G = 0.0 | H = 5 | I = -3

compound: Nc1ccccc1Nc1cc(-c2ccccc2)[nH]n1
  A = 0.1 | B = · | C = -3 | D = -15 | E = · | F = -5 | G = · | H = 0 | I = -1

compound: CCCCOC(=O)Cc1c(O)c2ccccc2[nH]c1=O
  A = -0.2 | B = 10 | C = -1 | D = -1 | E = 8 | F = -5 | G = -2.2 | H = 2 | I = -4

compound: COc1ccc(CNC(=O)C2CCNCC2)cc1
  A = -0.3 | B = 4 | C = -1 | D = -7 | E = 4 | F = 8 | G = 0.0 | H = 6 | I = -2

compound: O=C(CNC(=O)c1ccc(Br)o1)NNC(=O)COc1ccccc1Cl
  A = 0.1 | B = -7 | C = 4 | D = 4 | E = 11 | F = -2 | G = 0.1 | H = -1 | I = ·

compound: COCCN(C(=O)Cc1coc2cc(C)c(C)cc12)c1c(N)n(Cc2ccccc2)c(=O)[nH]c1=O
  A = 0.1 | B = 1 | C = 2 | D = 4 | E = 4 | F = 0 | G = -0.1 | H = 2 | I = -4

compound: O=C1CC(N2CCOCC2)C(=O)N1c1cc(Cl)cc(Cl)c1 (configuration not stated)
  A = -1.2 | B = 1 | C = -14 | D = -9 | E = 5 | F = -2 | G = 0.8 | H = 4 | I = -6

compound: COc1ccc(CN2CCNC(=O)C2CC(=O)N(C)C2CCOCC2)c(F)c1 (configuration not stated)
  A = 0.6 | B = -3 | C = 3 | D = 17 | E = 5 | F = -4 | G = 0.2 | H = 3 | I = 7

compound: Cc1c(O)ccc2c(CN3CCN(C/C=C/c4ccccc4)CC3)cc(=O)oc12
  A = 0.2 | B = · | C = -1 | D = -7 | E = · | F = 0 | G = · | H = 7 | I = -4

compound: Cc1cc(Cl)ccc1OCCCC(=O)N/N=C/c1cccc([N+](=O)[O-])c1
  A = 0.3 | B = 11 | C = 1 | D = -2 | E = -7 | F = -8 | G = -0.9 | H = 1 | I = -6

compound: O=C(Cn1nc(C(F)(F)F)c2c1CCCC2)Nc1ccc(Cl)cc1
  A = 0.3 | B = -13 | C = 12 | D = -22 | E = · | F = · | G = 0.6 | H = 6 | I = -6

compound: CC(=O)c1cccc(NS(=O)(=O)c2cc(OCC(N)=O)c(C)cc2Cl)c1
  A = 0.3 | B = -7 | C = 4 | D = -6 | E = -15 | F = 1 | G = 0.6 | H = 3 | I = -3

compound: COc1ccc(OCc2cc(C(=O)NC3Cc4ccccc4C3)no2)c(Cl)c1
  A = 2.8 | B = 3 | C = -5 | D = -20 | E = · | F = 5 | G = · | H = 17 | I = -2

compound: CCCn1c(=O)c2ccccc2n2c(SCCOc3ccc(OC)cc3)nnc12
  A = -0.9 | B = 6 | C = -7 | D = -4 | E = -1 | F = 9 | G = 0.4 | H = 4 | I = -3

compound: Cc1cccc(C)c1NC(=O)Cn1cc(C(=O)c2ccco2)c2ccccc21
  A = -0.3 | B = 6 | C = -13 | D = -6 | E = · | F = -9 | G = 0.0 | H = 2 | I = -6

compound: O=C(c1ccco1)N1CCN(C(=S)Nc2ccccc2C(F)(F)F)CC1
  A = 1.2 | B = 1 | C = 14 | D = 4 | E = -11 | F = -2 | G = 13 | H = 2 | I = -1

compound: CC(C)Cc1nnc(NC(=O)CCC(=O)Nc2ccc(F)cc2)s1
  A = 0.1 | B = -14 | C = 1 | D = -15 | E = 3 | F = 8 | G = 0.8 | H = 4 | I = -6

compound: O=C(NC1CC1)c1cccc(Oc2ccccc2)c1
  A = -0.2 | B = -3 | C = -7 | D = 0 | E = -4 | F = 5 | G = 0.5 | H = 1 | I = -5

compound: Cc1oc2c(c(C)cc3oc(=O)c(CC(=O)NCCc4ccccc4)c(C)c32)c1C
  A = 0.2 | B = 11 | C = 3 | D = -6 | E = · | F = 15 | G = 1.5 | H = 0 | I = 2

compound: CCOC(=O)c1nc2sc3c(c2c(=O)[nH]1)CCC(C)C3 (configuration not stated)
  A = 1.2 | B = -2 | C = 4 | D = 8 | E = 9 | F = 1 | G = -0.5 | H = 1 | I = -4

Results in D1 PAM, D2 antag and D2 potentiator (two entries from above):
Compound,D1 PAM,D2 antag,D2 potentiator
Cc1cc(Cl)ccc1OCCCC(=O)N/N=C/c1cccc([N+](=O)[O-])c1,-6,-7,11
CCCn1c(=O)c2ccccc2n2c(SCCOc3ccc(OC)cc3)nnc12,-3,-1,6

(more compounds)
Abbreviations – A = TRHR agonist; B = D2 potentiator; C = TRHR PAM; D = D1 antagonist; E = D2 antag; F = RXFP1 antag; G = D2 ag; H = D1 ag; I = D1 PAM
compound: CC(C)N(CCNCC(O)COc1ccc(C(C)(C)c2ccccc2)cc1)C(C)C (configuration not stated)
  A = 1.6 | B = 9 | C = 22 | D = -18 | E = 9 | F = -12 | G = 0.4 | H = 63* | I = -3

compound: O=C(NCCCc1ccccc1)c1nn(-c2ccccc2)nc1CO
  A = -2.7 | B = 4 | C = -2 | D = -1 | E = · | F = -10 | G = -1.1 | H = -1 | I = -1

compound: Cc1ccccc1S(=O)c1ccccc1C(=O)O (configuration not stated)
  A = -0.1 | B = -3 | C = -5 | D = -5 | E = -7 | F = -2 | G = -0.4 | H = 2 | I = -2

compound: CCC1(c2ccc(Cl)cc2)NC(=S)N(c2ccccc2)N1 (configuration not stated)
  A = -1.1 | B = 17 | C = -1 | D = 1 | E = -13 | F = -15 | G = -0.6 | H = 2 | I = -3

compound: COc1ccc(NC(=O)c2ccccc2S(=O)c2ccccc2C#N)cc1 (configuration not stated)
  A = 0.2 | B = -5 | C = -2 | D = 1 | E = -3 | F = -1 | G = -0.2 | H = 1 | I = -1

compound: CCOC(=O)c1sc(N)c(C(=O)Nc2ccccc2OC)c1C
  A = -1.1 | B = -1 | C = 3 | D = 9 | E = 3 | F = -7 | G = -0.5 | H = 5 | I = 4

compound: CCOC(=O)c1ccc(NC(=O)c2cn(-c3ccccc3)nc2-c2ccc(C)cc2)cc1
  A = 1.0 | B = -1 | C = 1 | D = 11 | E = · | F = · | G = 0.8 | H = 1 | I = -1

compound: CCc1ccccc1NC(=S)NCc1cccn1C
  A = 0.0 | B = 0 | C = -2 | D = -3 | E = 13 | F = 3 | G = -0.1 | H = 1 | I = 1

compound: N#CCCn1cc(C(=O)Nc2ccc(C(=O)O)cc2)c(-c2ccc([N+](=O)[O-])cc2)n1
  A = 0.6 | B = 27 | C = -5 | D = 6 | E = -14 | F = 6 | G = 0.3 | H = 2 | I = -2

compound: O=C(CCCNS(=O)(=O)c1ccc(F)cc1)Nc1ccc(F)cc1
  A = -0.8 | B = 21 | C = -2 | D = -6 | E = -18 | F = -1 | G = 0.0 | H = 7 | I = -3

compound: Cc1onc(-c2ccccc2)c1C(=O)NC(=S)NNC(=O)c1ccc(O)cc1O
  A = -0.9 | B = 7 | C = -4 | D = -18 | E = 12 | F = · | G = -0.5 | H = 2 | I = 3

compound: CCSc1nnc(SCC(=O)NC2CCCCC2)s1
  A = -0.4 | B = -2 | C = 1 | D = -21 | E = 8 | F = 4 | G = 0.4 | H = 1 | I = -1

compound: CCOC(=O)C1(Cc2ccc(Cl)cc2)CCN(C(=O)CCc2ccncc2)CC1
  A = 0.7 | B = 6 | C = -9 | D = 13 | E = -15 | F = 1 | G = -1.9 | H = 2 | I = 5

compound: Cc1ccc(C(=O)OCC(=O)Nc2ccccc2)cc1NC(=O)c1ccco1
  A = -0.3 | B = -1 | C = 1 | D = 0 | E = -12 | F = -10 | G = 0.1 | H = 5 | I = -3

compound: N#C/C(=N\Nc1ccc(Cl)cc1)C(=O)c1ccsc1
  A = -0.6 | B = 7 | C = -6 | D = -20 | E = 12 | F = -26 | G = 2.9 | H = 22 | I = -3

compound: CCOc1cccc(-c2c(C(=O)N/N=C/c3ccoc3)nnn2-c2nonc2N)c1
  A = 1.7 | B = 12 | C = 8 | D = 27 | E = 8 | F = -8 | G = 3.5 | H = 12 | I = 9

compound: COc1ccc(-c2nnc(-c3ccc(Br)o3)o2)cc1OC
  A = -0.9 | B = 8 | C = -9 | D = -14 | E = -9 | F = 9 | G = -1.3 | H = 1 | I = -4

compound: O=C(NC1CCN(C(=S)NCc2ccco2)CC1)c1ccc(F)cc1
  A = 0.6 | B = -3 | C = 7 | D = -17 | E = 18 | F = 10 | G = 0.1 | H = 2 | I = -4

5 compounds already listed, sorted by the value under D1 ag, descending:
Compound	TRHR agonist	D2 potentiator	TRHR PAM	D1 antagonist	D2 antag	RXFP1 antag	D1 ag	D1 PAM
N#C/C(=N\Nc1ccc(Cl)cc1)C(=O)c1ccsc1	-0.6	7	-6	-20	12	-26	22	-3
CCOc1cccc(-c2c(C(=O)N/N=C/c3ccoc3)nnn2-c2nonc2N)c1	1.7	12	8	27	8	-8	12	9
Cc1ccc(C(=O)OCC(=O)Nc2ccccc2)cc1NC(=O)c1ccco1	-0.3	-1	1	0	-12	-10	5	-3
O=C(NC1CCN(C(=S)NCc2ccco2)CC1)c1ccc(F)cc1	0.6	-3	7	-17	18	10	2	-4
CCc1ccccc1NC(=S)NCc1cccn1C	0.0	0	-2	-3	13	3	1	1

Screening results as filed in PubChem.
